Neddylation inh = blocks human cullin neddylation; P61081+Q13564; TR-FRET cullin neddylation, biochemical; calls only at 25 µM; 360,000 compounds, 0.58% hits; AID 651699; in the data active = inhibition above about 36%
CendR NRP1 mod = modulators of CendR peptide binding to human neuropilin-1. O14786. AID 602438. FAM-RPARPAR peptide binding to NRP-1, fluorescence polarization. 360,000 compounds, 0.85% hits. inhibition, % at 25 µM;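 active = inhibition or corrected inhibition above about 18%, plus a signal ratio from 0.5 to 1.5, limit read from the data, passing the limit was not always enough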; note: strong numbers were not always called active
E coli Lon inh = inhibits E. coli Lon protease | P0A9M0 | purified E. coli Lon protease, fluorescence polarization | inhibition, % at 7.94 µM | 360,000 compounds, 0.42% hits; in the data active = inhibition above about 13%, passing the limit was not always enough;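 note: 0% = enzyme with probe and DMSO and 100% = no enzyme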
MT1-MMP act inh = inhibitors of human MT1-MMP activation; P50281; HT1080 RFP-PRO-GFP cells, GFP/RFP ratio fluorescence, overnight; percent of plate control window, DMSO zero; 360,000 compounds, 0.061% hits; GFP/RFP ratio change, % at 20 µM;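 active = GFP/RFP ratio change of at least 30% with cell ATP level not reduced by more than half and red fluorescence within 50% of control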; note: strong numbers were not always called active
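Test system: HT1080 cells expressing an RFP-PRO-GFP fluorescent reporter construct / Compound dosing: single-point 20 µM compound, 1% DMSO / Schedule: cells overnight before dosing, compound overnight, 37 °C, 5% CO2 / Evaluation: GFP/RFP fluorescence ratio / Control set: DMSO and RFP-L50D-GFP cell wells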
FAS-TE inh = FAS thioesterase (human) inhibition; P49327; recombinant FAS-TE, OMFH fluorogenic substrate, fluorescence endpoint; inhibition, % at 15 µM; 360,000 compounds, 0.67% hits; AID 602261;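 active = compounds whose normalised, plate-corrected inhibition of enzyme fluorescence in the single-dose primary screen is 50% or more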;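 note: 0% = DMSO with enzyme and 100% = substrate without enzyme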
Rin1-Abl PPI inh = blocks binding of human Rin1 to Abl. P00519+Q13671. TR-FRET Rin1/Abl binding, biochemical. inhibition, % at 7.35 µM. 360,000 compounds, 0.4% hits; in the data active = inhibition above about 5%, passing the limit was not always enough
SKN-1 block = inhibitors of C. elegans SKN-1; C. elegans VP596 Pgst-4::GFP/RFP ratio, acrylamide-induced, 24 h; inhibition, % at 21.8 µM; 360,000 compounds, 0.49% hits; AID 624304;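 active = interference check ratio from 0.5 to 1.5 plus GFP to RFP signal ratio inhibition reaching or exceeding a fixed threshold, cut at about 30% in these data, passing the limit was not always enough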; note: some compounds called inactive have numbers as strong as hits
PABP1 MLLE inh = blocks PAM2 peptide binding to the PABP1 MLLE domain | P11940 | GST-MLLE / FITC-PAM2 fluorescence polarization | inhibition, % at 20 µM | 360,000 compounds, 0.36% hits | AID 588489; in the data active = inhibition above about 35%, passing the limit was not always enough;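 note: plate controls were DMSO wells with GST-MLLE for no effect and wells lacking GST-MLLE protein for full effect; some results filed as inactive read as strong as hits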
Target sequence (P11940 whole entry, looked up, the tested form may be a part): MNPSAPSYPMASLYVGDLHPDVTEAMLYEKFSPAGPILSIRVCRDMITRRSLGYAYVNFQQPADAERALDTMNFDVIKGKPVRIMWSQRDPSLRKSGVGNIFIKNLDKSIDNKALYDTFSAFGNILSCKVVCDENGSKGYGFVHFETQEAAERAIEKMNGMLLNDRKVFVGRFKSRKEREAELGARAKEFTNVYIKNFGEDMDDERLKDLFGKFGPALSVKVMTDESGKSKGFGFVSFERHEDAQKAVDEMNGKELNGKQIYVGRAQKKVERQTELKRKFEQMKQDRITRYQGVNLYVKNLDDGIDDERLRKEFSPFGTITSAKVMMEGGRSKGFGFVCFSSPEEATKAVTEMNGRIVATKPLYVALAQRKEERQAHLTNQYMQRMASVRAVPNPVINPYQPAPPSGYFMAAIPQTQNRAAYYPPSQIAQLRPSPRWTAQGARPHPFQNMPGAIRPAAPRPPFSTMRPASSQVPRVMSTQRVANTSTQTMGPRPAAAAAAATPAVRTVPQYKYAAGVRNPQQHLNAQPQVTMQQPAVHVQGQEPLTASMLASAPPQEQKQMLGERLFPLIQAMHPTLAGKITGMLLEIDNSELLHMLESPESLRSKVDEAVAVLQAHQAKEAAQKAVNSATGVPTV
bovine MsrA act = activates bovine MsrA enzyme. purified bovine MsrA, absorbance read-out. activation, % at 10.6 µM. 360,000 compounds, 0.3% hits. AID 602163; in the data active = activation above about 7.5%;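 note: 0% = vehicle and 100% = reference activator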
* = called active by the depositor; i = inactive; x = not tested or not shown.

Structure	MT1-MMP act inh	Neddylation inh	E coli Lon inh	bovine MsrA act	FAS-TE inh	SKN-1 block	PABP1 MLLE inh	Rin1-Abl PPI inh	CendR NRP1 mod
CC1CC(C)CN(CCCNC(=O)COc2cc(=O)n(C)c3ccccc23)C1 (configuration not stated)	3	i	-1	-1	-6	9	-5	-2	-15
Cc1ccc(C)c(S(=O)(=O)N2CCN(CC(=O)Nc3sccc3C#N)CC2)c1	-1	i	-19	-1	18	-6	-22	-1	-16
CCN(CC)C(=O)C(C(=O)c1cccc([N+](=O)[O-])c1)n1cc(Cl)ccc1=O (configuration not stated)	0	i	1	-2	2	7	-7	0	21
C[C@H]1CN([C@@H](C)CO)S(=O)(=O)c2ccc(Br)cc2O[C@@H]1CN(C)Cc1cccc(F)c1	-2	i	4	-1	32	-11	8	-1	2
CCOc1ccc2nc(NCCCNS(=O)(=O)c3ccc(F)cc3)c(C#N)cc2c1	8	x	-6	-13	0	5	5	4	-5
CSCCC(NC(=O)c1ccco1)C(=O)N1CCCC(C(F)(F)F)C1 (configuration not stated)	-4	i	4	-4	-9	3	14	-2	-4
C#CC(CCN1CCCCC1)(OC)c1ccccc1 (configuration not stated)	7	i	-10	-10	-10	25	0	0	1
CCOc1ccc(C2OCCC(C)O2)cc1OC (configuration not stated)	-3	i	-14	-7	-11	3	4	2	6
O=C(NCC1CCCO1)NC12CC3CC(CC(C3)C1)C2 (configuration not stated)	-2	i	-5	-4	-11	12	23	2	-5
Cc1ccc(S(=O)(=O)N2CCOC2CNC(=O)C(=O)NCc2ccccc2)cc1 (configuration not stated)	0	i	-3	-3	3	5	4	-2	1
Nc1ncnc2c1ccn2[C@H]1CN(Cc2ccc3c(c2)OCO3)C[C@@H](CO)O1	1	i	-10	-5	-11	-6	-1	-5	22
C/C(=N\Nc1ccc(C(F)(F)F)cc1[N+](=O)[O-])C(C)C	1	i	14	-1	7	9	-4	1	0
O=C(Nc1ccncc1)c1ccccc1Cl	-7	i	7	-7	-4	-2	-4	1	8
COc1cc(NC(=O)COC(=O)CNC(=O)c2cc(C)cc(C)c2)c(C)cc1[N+](=O)[O-]	3	i	0	-2	1	11	9	-3	6
CC(NC(=O)C1CCN(C(=O)c2cccs2)CC1)c1ccc(S(N)(=O)=O)cc1 (configuration not stated)	2	i	-4	-4	-7	3	11	5	12
O=S(=O)(c1ccc(-c2ccccc2)cc1)N1CCOCC1	1	i	-4	0	3	5	4	1	1
Cc1ccc(-n2ncc3c(=O)n(CC(=O)N4CCN(c5ccccc5)CC4)cnc32)cc1	0	i	6	-2	-3	7	-6	-2	-14
CC(C)CN1CCN(Cc2ccc(CN3CCCCC3)s2)CC1CCO (configuration not stated)	1	i	1	-3	-1	1	0	-1	-1
COC(=O)C1=C(N)Oc2cc(C)n(Cc3ccccc3)c(=O)c2C1c1ccccc1 (configuration not stated)	-2	i	-2	-3	-2	-26	4	2	9
O=C(N/N=C/c1ccc[nH]1)c1cccc([N+](=O)[O-])c1	5	i	-9	-5	-1	2	8	0	23
CN(CC(=O)NCCCc1ccccc1)Cc1ccc(Br)cc1	5	i	-12	0	12	10	-4	-1	3
CCOc1ccc(NC(=O)CC2C(=O)N(c3ccc(OC)cc3)C(=O)N2CCc2cccs2)cc1 (configuration not stated)	0	i	2	-5	12	20	12	0	7
CCCNC(=O)CSc1nc2ccc(OCC)cc2s1	-8	i	8	-1	-3	-1	12	-1	2
N#Cc1ccccc1Oc1ccccc1C=O	-3	i	2	-5	-5	2	9	5	2
COc1ccc(NC(=O)c2ccc(OC(F)F)cc2)cc1Cl	3	i	9	-3	8	4	-2	-2	-3
O=C(CN1C(=O)S/C(=C\c2ccc(O)c([N+](=O)[O-])c2)C1=O)Nc1ccc(N2CCOCC2)cc1	13	i	-5	-3	-1	-6	-10	1	4
COc1ccc(C(=O)NNC2=NS(=O)(=O)c3ccccc32)cc1OC	1	i	-3	-3	-5	5	5	1	-16
CCN(C(=O)N(CC)c1ccccc1)c1ccccc1	-2	i	6	-4	-1	-4	2	3	-4
O=C(Cc1cccs1)Nc1cccc(C(=O)Nc2ccco2)c1	-2	i	-6	4	-3	-3	-1	2	0
COc1ccc(S(=O)(=O)Nc2cc(C)on2)cc1NC(C)=O	-3	i	-3	-3	-4	-3	-4	4	-2
O=C1C(=O)N(CCCc2ccccc2)c2ccccc21	-3	i	-23	-1	1	-10	16	-4	10
CCC1(C)CC(C(CC(=O)O)c2ccc(C)cc2)CCO1 (configuration not stated)	-2	i	-4	-2	-2	-2	0	6	9
Cc1cccc(CSc2nc3nc(C)cc(C)n3n2)c1	-4	i	0	-8	-1	-14	15	2	-3
OC(CN1CCN(c2ccccc2)CC1)Cn1c2ccccc2c2ccccc21 (configuration not stated)	2	i	0	-5	9	-10	-3	0	25*
CC(C)Nc1nc(-c2cccnc2)nc(-c2ccccc2)c1C#N	-4	i	-11	0	0	25	-3	3	15
OCC[C@H]1C[C@@H](O)[C@H](O)[C@@]2(CCCc3ccccc3O2)O1	-4	i	5	-10	-4	-11	-16	2	-10

Some of the entries above, set out differently.
Results follow in this order: MT1-MMP act inh, Neddylation inh, E coli Lon inh, bovine MsrA act, FAS-TE inh, SKN-1 block, PABP1 MLLE inh, Rin1-Abl PPI inh, CendR NRP1 mod
Cc1ccc(-n2ncc3c(=O)n(CC(=O)N4CCN(c5ccccc5)CC4)cnc32)cc1
    0, i, 6, -2, -3, 7, -6, -2, -14
CC(C)CN1CCN(Cc2ccc(CN3CCCCC3)s2)CC1CCO (configuration not stated)
    1, i, 1, -3, -1, 1, 0, -1, -1

Other results.
Structure	MT1-MMP act inh	Neddylation inh	E coli Lon inh	bovine MsrA act	FAS-TE inh	SKN-1 block	PABP1 MLLE inh	Rin1-Abl PPI inh	CendR NRP1 mod
COc1cc(C=O)ccc1OCc1c(C)noc1C	-3	i	1	-1	-6	16	11	1	-3
CC(C(=O)N=c1sc2ccccc2n1C)N1C(=O)C2CC=CCC2C1=O (configuration not stated)	2	i	6	-4	-4	-7	1	-3	-4
O=C(c1ccco1)N1CCN(C(=S)Nc2cc(F)cc(F)c2)CC1	3	i	0	-7	-4	-3	-40	0	-4
COc1ccc(-c2cc(C)nc3c(-c4ccccc4)cnn23)cc1	-15	i	-40	-4	21	-8	-37	-3	-67
COC(=O)[C@H](C)NC(=O)NCc1ccc(S(N)(=O)=O)cc1	-3	i	-3	-4	-8	-13	4	-3	-3
O=C(O)Cn1cc(/C=N/NC(=O)c2cc3cc(Br)ccc3o2)c2ccccc21	0	x	-9	-7	3	-14	5	1	-4
C[C@]12CC[C@H](O)CC1=CCC1C2CC[C@@]2(C)C1CC[C@@H]2NC(=O)[C@@H](N)Cc1ccccc1 (some centres not stated)	-6	i	2	1	1	12	2	-5	2
C=CCn1c(-c2ccccc2)n[nH]c1=S	0	i	-1	0	-6	1	-10	-3	1
Cc1ccc(-c2cc(-c3ccccc3Cl)c(C#N)c(N)n2)o1	-57	i	-24	-6	-2	19	-16	-3	-58
O=C(c1ccccc1)N1CCC(CC2CC(c3cccc(Br)c3)=NO2)(C(=O)NCC2CCCCC2)CC1 (configuration not stated)	7	i	-7	-1	22	-9	4	2	5
CCOc1ccc(C2C=C(c3ccc(F)cc3)Nc3ncnn32)cc1 (configuration not stated)	-10	x	-4	5	1	3	11	3	-1
NS(=O)(=O)c1ccc(CCNCc2cccnc2)cc1	-4	i	-1	-3	-8	12	6	-1	5

Looked up above:
In PABP1 MLLE inh, O=C(c1ccco1)N1CCN(C(=S)Nc2cc(F)cc(F)c2)CC1 has the entry -40
In SKN-1 block, O=C(c1ccccc1)N1CCC(CC2CC(c3cccc(Br)c3)=NO2)(C(=O)NCC2CCCCC2)CC1 (configuration not stated) has the entry -9
In CendR NRP1 mod, NS(=O)(=O)c1ccc(CCNCc2cccnc2)cc1 has the entry 5
In MT1-MMP act inh, COC(=O)[C@H](C)NC(=O)NCc1ccc(S(N)(=O)=O)cc1 has the entry -3
In Rin1-Abl PPI inh, C=CCn1c(-c2ccccc2)n[nH]c1=S has the entry -3
In Rin1-Abl PPI inh, O=C(O)Cn1cc(/C=N/NC(=O)c2cc3cc(Br)ccc3o2)c2ccccc21 has the entry 1
In FAS-TE inh, CC(C(=O)N=c1sc2ccccc2n1C)N1C(=O)C2CC=CCC2C1=O (configuration not stated) has the entry -4

New compounds follow:
Structure	MT1-MMP act inh	Neddylation inh	E coli Lon inh	bovine MsrA act	FAS-TE inh	SKN-1 block	PABP1 MLLE inh	Rin1-Abl PPI inh	CendR NRP1 mod
CCN(CC)S(=O)(=O)c1ccc(N2CC(C(=O)NC3(C)CCS(=O)(=O)C3)CC2=O)cc1 (configuration not stated)	-1	i	-4	-2	-4	2	-1	1	4
C=CCn1cccc(C(=O)Nc2cc(OC)ccc2OC)c1=O	0	i	0	-4	-1	10	11	-3	8
N#CC1(NC(=O)Cn2ncc(Cl)c(Cl)c2=O)CCCCC1	-6	i	-6	-6	3	0	-18	3	4
CC(C)C[C@@H](C(=O)NC1CC1)N1C(=O)N2CCc3c([nH]c4ccccc34)[C@@]2(C)C1=O	-2	i	1	-9	-4	-3	-18	-1	-7
Cc1ccc(S(=O)(=O)NC(CC(=O)O)c2ccccc2)cc1 (configuration not stated)	1	i	7	3	-6	-14	2	0	4
COc1ccc(-c2[nH]ncc2N=Nc2cc(C)cc(C)c2)cc1	-8	i	-2	1	-4	10	3	5	2
Cc1ccc(NC(=O)c2cc(-c3cccc(O)c3)on2)cc1C	1	i	-14	2	16	-4	-7	2	-8
CN(CC(CC(=O)O)c1ccccc1)S(=O)(=O)c1ccc(Br)cc1 (configuration not stated)	0	i	-3	-3	1	-2	0	5	-11

Assay outcomes deposited in PubChem BioAssay by several laboratories.
